Screening data (PubChem BioAssay)
Autophagy HCS – autophagy modulation, high-content screen | MEF GFP-LC3 puncta imaging; test concentration mostly 10 µM | calls only at 10 µM (by protocol) | hit rate 0.98% among 190,000;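 active = percentage of spot-positive cells more than 3 SD above its plate mean, without a fluorescence outlier flag or 80% toxicity; inconclusive = no clear call, values can overlap the other calls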;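 note: spot-positive cell cutoff set from DMSO-treated cells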
UTI89 phage lysis – protection from phage-mediated lysis, alamar blue read-out – E. coli UTI89, K1F phage, bacterial capsule biogenesis inhibitors (AID 488966) | E. coli UTI89 K1F phage lysis, alamar blue, 2 h; higher % means a stronger effect | inhibition, % at 100 µM; hits with a dose series show IC50 in µM | hit rate 0.02% among 340,000;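 active = phage lysis inhibition, versus mean bacterial control, above a set limit; inconclusive = no clear call, values can overlap the other calls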;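 note: capsule biogenesis inhibitors block K1F phage lysis so surviving cells raise fluorescence; higher fluorescence means more inhibition of phage lysis; actives were called in the ten point dose series up to 300 µM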
NTR1 agonist – NTR1-driven beta-arrestin-GFP spot formation – imaging, U2OS cells, high content, primary screen (AID 493036); activation, % at 20 µM; P30989; hit rate 0.17% among 330,000; agonist mode;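 active = activation at or above 40% of the spot to cytoplasm intensity ratio, with at least 20 cells analyzed; inconclusive = wells under 20 cells, flagged as cytotoxic or low count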;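 note: 0% = DMSO without peptide and 100% = 100 nM NTR1 peptide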
Target sequence (P30989 whole entry, looked up): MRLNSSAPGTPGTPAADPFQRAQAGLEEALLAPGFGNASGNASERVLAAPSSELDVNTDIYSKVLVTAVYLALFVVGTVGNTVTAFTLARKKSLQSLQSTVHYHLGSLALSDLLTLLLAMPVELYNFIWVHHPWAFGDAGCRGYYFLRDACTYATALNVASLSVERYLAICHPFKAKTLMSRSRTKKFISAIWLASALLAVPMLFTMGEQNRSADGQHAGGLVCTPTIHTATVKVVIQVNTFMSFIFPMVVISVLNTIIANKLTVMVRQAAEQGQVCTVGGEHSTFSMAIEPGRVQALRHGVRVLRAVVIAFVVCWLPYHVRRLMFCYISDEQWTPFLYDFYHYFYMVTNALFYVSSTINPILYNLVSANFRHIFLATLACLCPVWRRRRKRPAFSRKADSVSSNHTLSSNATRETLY
WT yeast gro inh – growth inhibition of WT yeast, mitochondrial fusion screen | mitochondrial fusion phenotypic screen, WT strain | inhibition, % at 10 µM | hit rate 2.1% among 190,000 | AID 1362; in the data active = inhibition above about 58%; tested in S. cerevisiae
NS5 inhibitors – Dengue-2 NS5 methyltransferase inhibitors, primary screen, biochemical, confirmation dose response (AID 588689). Dengue-2 NS5 methyltransferase capping enzyme assay, biochemical; higher % means a stronger effect. inhibition, % at 25 µM, or IC50 in µM where a hit was titrated. hit rate 0.3% among 340,000; in the data active = a potency from the dose series; inconclusive = inhibition above about 29% without an active follow-up result
LYP inhibition – inhibitors of LYP phosphatase, biochemical, fluorescence intensity, uHTS (AID 1779). recombinant LYP phosphatase, fluorescence intensity; higher % means a stronger effect. inhibition, % at 11.5 µM; hits with a dose series show IC50 in µM. hit rate 0.054% among 290,000; in the data active = inhibition above about 50%;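 note: plate controls were vehicle with enzyme for no effect and no enzyme for full effect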
AID2073 – disruptors of CaV2.2 binding to Mint1 – biochemical, HTRF (AID 2073); HTRF protein-protein interaction, Mint1-CaV2.2; higher % means a stronger effect; inhibition, % at 20 µM; hits with a dose series show IC50 in µM; hit rate 0.19% among 290,000; in the data active = inhibition mostly above about 51%, no sharp cut-off; inconclusive = no clear call, values can overlap the other calls; inactive = mostly below about 53%; note: some results filed as inactive read as strong as hits
RSV antiviral HEp-2 – inhibition of RSV-induced cytopathic effect – HEp-2 cells, primary 10 µM value included (AID 2391); one-dose CPE inhibition, % at 10 µM; IC50 in µM for titrated hits; hit rate 0.13% among 310,000; HEp-2 cells, RSV-induced CPE inhibition; higher % means a stronger effect; in the data active = a potency from the dose series; inconclusive = CPE inhibition mostly from about 23% at the one dose, without a potency; inactive = the rest, 99 in 100 with CPE inhibition below about 21%; note: strong numbers were not always called active
GPR35 antagonists – inhibition of zaprinast-stimulated GPR35 beta-arrestin translocation – imaging, U2OS, beta-arrestin-GFP, zaprinast agonist, primary screen (AID 2058); one-dose inhibition, % at 10 µM; IC50 in µM for titrated hits; hit rate 0.052% among 290,000; U2OS GPR35 beta-arrestin-GFP translocation imaging, zaprinast antagonism; higher % means a stronger effect;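 active = inhibition of at least 50% with at least 30 cells and total cytoplasm GFP at most 10,000,000; inconclusive = under 30 cells or total GFP of 10,000,000 plus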
WT yeast gro inh mutant strain – second read-out of WT yeast gro inh, no call of its own (marks repeat the call); inhibition, %; mitochondrial fusion phenotypic screen, mutant strain inhibition
Autophagy HCS cell loss 18 h – further read-out of Autophagy HCS, marked with its call; toxicity, %; measured here: cell loss, nuclei count;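 cell loss after 18 h compound exposure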
NTR1 agonist cell count 20 µM – also measured in NTR1 agonist; calls as there; cell count; measured here: cell count, cytotoxicity flag
Starred values were filed as active, the others as inactive; [ ] = remark or other dose. The order is random; overall some 2.6% were active at least once.

How did CCOC(=O)[C@H]1[C@H]2COc3ccc(Br)cc3[C@@H]2N2C(=O)CN(Cc3ccccc3)C(=O)[C@@]12C do in these assays?
UTI89 phage lysis: 0.7%; NTR1 agonist: 0.2; NS5 inhibitors: -1%; RSV antiviral HEp-2: 0.2%; NTR1 agonist cell count 20 µM: 56

How did CC(=O)N(C)Cc1ccc(C(=O)CSc2nnc(C3CC3)n2C2CC2)cc1 do in these assays?
UTI89 phage lysis: 0.8%[50 µM]; NTR1 agonist: -0.7; NS5 inhibitors: -1%; RSV antiviral HEp-2: -0.1%; NTR1 agonist cell count 20 µM: 47

What do the screens show for `CN(c1cccc(Cl)c1)S(=O)(=O)c1cccc(C(=O)NN2CCOCC2)c1`?
UTI89 phage lysis: 0.3%[50 µM]; NTR1 agonist: 0.3; NS5 inhibitors: -4%; RSV antiviral HEp-2: 0.8%; NTR1 agonist cell count 20 µM: 58

Results for Cc1ccc(Cn2ncc(Cl)c(Cl)c2=O)cc1 ?
Autophagy HCS: inactive; UTI89 phage lysis: -0.5%; NTR1 agonist: 0.8; WT yeast gro inh: -7; NS5 inhibitors: 1%; LYP inhibition: -8%; AID2073: -4%; RSV antiviral HEp-2: 16%; GPR35 antagonists: 33%; WT yeast gro inh mutant strain: -29; Autophagy HCS cell loss 18 h: 4; NTR1 agonist cell count 20 µM: 31

How did COC(=O)c1ccc(NC(=O)c2cc3c(CO)cnc(C)c3oc2=Nc2cccc(C(N)=O)c2)cc1 do in these assays?
UTI89 phage lysis: 0.0%; NTR1 agonist: 1.2; NS5 inhibitors: -4%; LYP inhibition: -6%; AID2073: 53%; RSV antiviral HEp-2: 1.9%; GPR35 antagonists: 6%; NTR1 agonist cell count 20 µM: 84

Results for CN1C(=O)CC(N2CCN(Cc3ccc(Cl)cc3)CC2)C1=O (stereo not given) ?
Autophagy HCS: inactive; UTI89 phage lysis: 0.9%; NTR1 agonist: 2.8; WT yeast gro inh: -29; NS5 inhibitors: 3%; LYP inhibition: -15%; AID2073: -5%; RSV antiviral HEp-2: 1.7%; GPR35 antagonists: -17%; WT yeast gro inh mutant strain: 7; Autophagy HCS cell loss 18 h: 7; NTR1 agonist cell count 20 µM: 66

Results for COc1cc(C(=O)N2CCN(c3ncnc4sc(C)c(C)c34)CC2)cc(OC)c1OC ?
Autophagy HCS: inactive; UTI89 phage lysis: 5.9%; NTR1 agonist: -0.2; WT yeast gro inh: 21; NS5 inhibitors: -4%; LYP inhibition: -2%; AID2073: 7%; RSV antiviral HEp-2: 0.8%; GPR35 antagonists: -7%; WT yeast gro inh mutant strain: 23; Autophagy HCS cell loss 18 h: 8; NTR1 agonist cell count 20 µM: 64

What do the screens show for `CCCOc1ccc(C2C(=O)N(C3CCCCC3)CC(=O)N2CCCOCC)cc1OC` (stereo not given)?
Autophagy HCS: inactive; UTI89 phage lysis: -0.5%; NTR1 agonist: 3.4; WT yeast gro inh: -16; NS5 inhibitors: -1%; LYP inhibition: -3%; AID2073: 2%; RSV antiviral HEp-2: 1.1%; GPR35 antagonists: 6%; WT yeast gro inh mutant strain: -2; Autophagy HCS cell loss 18 h: 13; NTR1 agonist cell count 20 µM: 76

Results for CCOC(=O)c1c(C)[nH]c(C(=O)COC(=O)C23CC4CC(CC(Cl)(C4)C2)C3)c1C ?
Autophagy HCS: inactive; UTI89 phage lysis: 0.0%; NTR1 agonist: 13; WT yeast gro inh: 17; NS5 inhibitors: -8%; LYP inhibition: 7%; AID2073: -5%; RSV antiviral HEp-2: 49%; GPR35 antagonists: 2%; WT yeast gro inh mutant strain: 1; Autophagy HCS cell loss 18 h: -5; NTR1 agonist cell count 20 µM: 75

How did CN1C(=O)c2ccc(NC(=O)c3ccc(N4CCCCC4)c([N+](=O)[O-])c3)cc2C1=O do in these assays?
Autophagy HCS: inactive; UTI89 phage lysis: 6.5%; NTR1 agonist: 13; WT yeast gro inh: -11; NS5 inhibitors: -4%; LYP inhibition: 2%; AID2073: 10%; RSV antiviral HEp-2: 3.7%; GPR35 antagonists: -9%; WT yeast gro inh mutant strain: -7; Autophagy HCS cell loss 18 h: 19; NTR1 agonist cell count 20 µM: 35

What do the screens show for `Cc1cccc(C)c1NC(=O)CNC(=O)c1ccc(N2CCCC2=O)cc1`?
UTI89 phage lysis: 1.0%[50 µM]; NTR1 agonist: -1.2; NS5 inhibitors: -5%; RSV antiviral HEp-2: 0.5%; NTR1 agonist cell count 20 µM: 63

How did CCOC(=O)C1=C(O)C(=O)N(CCCn2ccnc2)C1c1ccc(OC)cc1 (stereo not given) do in these assays?
Autophagy HCS: inactive; NTR1 agonist: 0.6; WT yeast gro inh: 19; LYP inhibition: -3%; AID2073: -4%; RSV antiviral HEp-2: 1.2%; GPR35 antagonists: -8%; WT yeast gro inh mutant strain: 17; Autophagy HCS cell loss 18 h: 3; NTR1 agonist cell count 20 µM: 43

What do the screens show for `COc1ccccc1NS(=O)(=O)c1ccc(C(=O)Nc2ncccc2O)cc1`?
UTI89 phage lysis: 0.0%; NTR1 agonist: 0.4; NS5 inhibitors: 0%; RSV antiviral HEp-2: 1.8%; NTR1 agonist cell count 20 µM: 48

How did O=C(NC1CCCc2ccccc21)C1CCCN(S(=O)(=O)c2cnc[nH]2)C1 (stereo not given) do in these assays?
Autophagy HCS: inactive; UTI89 phage lysis: 12%; NTR1 agonist: -1.2; WT yeast gro inh: -17; NS5 inhibitors: 1%; LYP inhibition: -10%; AID2073: 4%; RSV antiviral HEp-2: -0.3%; GPR35 antagonists: 8%; WT yeast gro inh mutant strain: -8; Autophagy HCS cell loss 18 h: 4; NTR1 agonist cell count 20 µM: 59

How did COc1cc(CCC(=O)NNC(=O)c2ccc(Cl)cc2)cc(OC)c1OC do in these assays?
UTI89 phage lysis: -0.1%; NTR1 agonist: 0.0; NS5 inhibitors: 3%; LYP inhibition: -1%; AID2073: -10%; RSV antiviral HEp-2: 0.5%; GPR35 antagonists: 9%; NTR1 agonist cell count 20 µM: 102

Results for CCOc1cc(/C=N/NC(=O)CN2CCCCC2)ccc1OCc1ccccc1 ?
Autophagy HCS: inactive; UTI89 phage lysis: 4.8%; NTR1 agonist: -2.0; WT yeast gro inh: -12; NS5 inhibitors: -4%; LYP inhibition: 4%; AID2073: inconclusive; RSV antiviral HEp-2: 3.6%; GPR35 antagonists: 11%; WT yeast gro inh mutant strain: -8; Autophagy HCS cell loss 18 h: -17; NTR1 agonist cell count 20 µM: 80

What do the screens show for `COC(=O)C1CCN(C(=O)Cc2ccc(OC)c(OC)c2)CC1`?
Autophagy HCS: inactive; UTI89 phage lysis: -0.1%; NTR1 agonist: 2.1; WT yeast gro inh: -6; NS5 inhibitors: 2%; LYP inhibition: -1%; AID2073: 5%; RSV antiviral HEp-2: 2.0%; GPR35 antagonists: -4%; WT yeast gro inh mutant strain: -4; Autophagy HCS cell loss 18 h: 4; NTR1 agonist cell count 20 µM: 86

How did O=C(COc1ccccc1)N1CCN=C1SCc1cccnc1 do in these assays?
Autophagy HCS: inactive; UTI89 phage lysis: -1.3%; NTR1 agonist: 2.0; WT yeast gro inh: 5; NS5 inhibitors: 5%; LYP inhibition: -4%; AID2073: -7%; RSV antiviral HEp-2: 1.3%; GPR35 antagonists: 23%; WT yeast gro inh mutant strain: 18; Autophagy HCS cell loss 18 h: 4; NTR1 agonist cell count 20 µM: 53

What do the screens show for `CC(C)n1c(=N)c(C(=O)NCCc2ccccc2)cc2c(=O)n3ccccc3nc21`?
Autophagy HCS: inactive; UTI89 phage lysis: 4.7%; NTR1 agonist: 3.5; WT yeast gro inh: 16; NS5 inhibitors: -4%; LYP inhibition: -49%; AID2073: 15%; RSV antiviral HEp-2: 1.6%; GPR35 antagonists: 11%; WT yeast gro inh mutant strain: 5; Autophagy HCS cell loss 18 h: 8; NTR1 agonist cell count 20 µM: 70

How did Cc1ccc(C)c(C(=O)CSc2nc(N)cc(=O)[nH]2)c1 do in these assays?
UTI89 phage lysis: -0.5%; NTR1 agonist: 0.9; NS5 inhibitors: 2%; LYP inhibition: -9%; AID2073: 13%; RSV antiviral HEp-2: 1.1%; GPR35 antagonists: 9%; NTR1 agonist cell count 20 µM: 59

How did CCCCOc1ccc(-c2ncc(C(=O)OCC)c(N)n2)cc1 do in these assays?
Autophagy HCS: inactive; UTI89 phage lysis: -0.4%; NTR1 agonist: 3.0; WT yeast gro inh: 12; NS5 inhibitors: -6%; LYP inhibition: -1%; AID2073: 28%; RSV antiviral HEp-2: 1.8%; GPR35 antagonists: 6%; WT yeast gro inh mutant strain: -13; Autophagy HCS cell loss 18 h: 3; NTR1 agonist cell count 20 µM: 94

How did CC[n+]1c(C)sc2c(C)cc(C)cc21 do in these assays?
Autophagy HCS: inactive; UTI89 phage lysis: 3.5%; NTR1 agonist: 3.3; WT yeast gro inh: 5; NS5 inhibitors: 3%; LYP inhibition: -6%; AID2073: -27%; RSV antiviral HEp-2: 1.3%; GPR35 antagonists: 20%; WT yeast gro inh mutant strain: 19; Autophagy HCS cell loss 18 h: 20; NTR1 agonist cell count 20 µM: 77

What do the screens show for `COC(=O)CSc1nnc(C2COc3ccccc3O2)n1-c1ccccc1` (stereo not given)?
Autophagy HCS: inactive; UTI89 phage lysis: 0.3%; NTR1 agonist: 1.9; WT yeast gro inh: 5; NS5 inhibitors: -7%; LYP inhibition: -10%; AID2073: 41%; RSV antiviral HEp-2: 1.4%; GPR35 antagonists: -13%; WT yeast gro inh mutant strain: 12; Autophagy HCS cell loss 18 h: -2; NTR1 agonist cell count 20 µM: 50

How did CCCCOc1ccc(C(=O)Nc2cccc(-n3cnnn3)c2)cc1OC do in these assays?
UTI89 phage lysis: 0.1%; NTR1 agonist: 5.6; NS5 inhibitors: -1%; LYP inhibition: -4%; AID2073: -3%; RSV antiviral HEp-2: 2.9%; GPR35 antagonists: -2%; NTR1 agonist cell count 20 µM: 66

Results for CN(c1ccccc1C(=O)Nc1cccc([N+](=O)[O-])c1)S(C)(=O)=O ?
Autophagy HCS: inactive; UTI89 phage lysis: 2.3%; NTR1 agonist: 1.0; WT yeast gro inh: -4; NS5 inhibitors: -1%; LYP inhibition: 2%; AID2073: -2%; RSV antiviral HEp-2: 1.3%; GPR35 antagonists: 7%; WT yeast gro inh mutant strain: 0; Autophagy HCS cell loss 18 h: 3; NTR1 agonist cell count 20 µM: 44
